MC4R barr agon = agonists of human melanocortin 4 receptor (MC4R) beta-arrestin; 360,000 compounds, 0.98% hits; activation, % at 8.9 µM; U2OS MC4R beta-arrestin complementation, luminescence; percent of melanotan II response, DMSO zero;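 active = activation above a per-plate cutoff, the mean activation of sample wells on that plate plus 3 SD, cut at about 8% in these data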
Exocytosis inh = lytic granule exocytosis inhibition. TALL-104 LAMP-1 surface exposure, flow cytometry; cells stimulated with thapsigargin and PMA. AID 651702. inhibition, % at 10 µM. 360,000 compounds, 0.66% hits;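 active = inhibition above about 55%, limit read from the data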
PDI turbidity = inhibitors of human protein disulfide isomerase; inhibition, % at 10 µM; P07237; PDI insulin aggregation turbidity, A650, 90 min; 350,000 compounds, 0.052% hits;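 active = mean inhibition across replicates of 30% or more, whatever share of single replicates reach that level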;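 also: absorbance from insulin aggregation driven by PDI reduction with DTT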
ABHD5 PLIN5 PPI = ABHD5-PLIN5 protein interaction inhibition. inhibition, % at 4 µM. Split G. princeps luciferase complementation, luminescence, 4 h. Q00G26+Q8WTS1. AID 602281. 360,000 compounds, 0.78% hits;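 active = inhibition above the mean inhibition across every tested compound plus 3 SD, cut at about 22% in these data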;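 also: 0% = DMSO only wells and the 100% control is not disclosed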
CaV13 ICDI inh = Primary screen for inhibitors of IQ motif and Ca2+-dependent inactivation inhibitor domain binding in CACNA1D, Förster resonance energy transfer in living cells, …; HEK cells, CFP/YFP FRET ICDI-IQ, plate reader, 10 min; percent FRET-ratio fall versus neutral wells; AID 743397; 340,000 compounds, 0.098% hits; inhibition, % at 12.3 µM;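 active = mean replicate inhibition of at least 30% and at least 1% of replicates passing that level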;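 also: 0% = median of the neutral control wells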
m5-HT2A agonist = agonists of mouse serotonin 5-HT2A receptor (HTR2A); CHO-K1 mHTR2A beta-arrestin complementation, luminescence; percent of 30 µM serotonin response; 360,000 compounds, 0.66% hits; AID 624169; P35363; activation, % at 7.6 µM;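 active = activation above a run cutoff, the mean activation of all tested compounds plus 3 SD, cut at about 14% in these data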;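 also: 0% = plate median of compound wells and 100% = 30 µM serotonin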
MC4R antagonist = human MC4R antagonism in cAMP assay; MC4R-expressing cells, MTII-stimulated cAMP, LANCE TR-FRET; AID 540295; 360,000 compounds, 0.48% hits; inhibition, % at 6.5 µM; P32245;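 active = inhibition above its plate's cutoff, the mean of tested wells on that plate plus 3 SD, cut at about 29% in these data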;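 also: 0% = Melanotan II alone and 100% = Melanotan II plus saturating MCL0020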
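Assay system: U2OS cells stably expressing human melanocortin 4 receptor (MC4R) / Dosing: 6.5 µM / Timing: compound 30 min, challenge 1 h, detection 1 h / Measured by: Eu-cAMP/anti-cAMP TR-FRET, emission 671 nm / Replicates: singlicate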
Glyco luc inh = blocks N-linked glycosylation in D54 reporter cells; D54 ERlucT glycosylation luciferase reporter, 24 h; percent of 100 nM tunicamycin response; AID 588692; reporter increase, % at 12.5 µM; 360,000 compounds, 0.23% hits;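 active = mean luciferase reporter signal, scaled so untreated is 0 and the glycosylation-blocking control 100, at or above a set limit in every replicate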;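 also: luciferase carries N-glycosylation sites so blocking glycosylation raises the light; 0% = median of neutral control wells and 100% = median of 100 nM tunicamycin wells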
ABCB6 inh MLPCN = inhibitors of human ABC transporter ABCB6 | fluorescence ratio to DMSO, % at 10 µM | 360,000 compounds, 0.19% hits | K562-ABCB6 porphyrin accumulation, flow cytometry, 1 h; active compounds read low | Q9NP58;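 active = fluorescence ratio to DMSO below 75%, the collection mean minus 3 SD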;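 also: signal is porphyrin accumulated inside mitochondria; 100% equals median channel fluorescence of DMSO control wells; lower ratio means ABCB6 inhibition with less porphyrin fluorescence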
Target sequence (Q9NP58 whole entry, looked up): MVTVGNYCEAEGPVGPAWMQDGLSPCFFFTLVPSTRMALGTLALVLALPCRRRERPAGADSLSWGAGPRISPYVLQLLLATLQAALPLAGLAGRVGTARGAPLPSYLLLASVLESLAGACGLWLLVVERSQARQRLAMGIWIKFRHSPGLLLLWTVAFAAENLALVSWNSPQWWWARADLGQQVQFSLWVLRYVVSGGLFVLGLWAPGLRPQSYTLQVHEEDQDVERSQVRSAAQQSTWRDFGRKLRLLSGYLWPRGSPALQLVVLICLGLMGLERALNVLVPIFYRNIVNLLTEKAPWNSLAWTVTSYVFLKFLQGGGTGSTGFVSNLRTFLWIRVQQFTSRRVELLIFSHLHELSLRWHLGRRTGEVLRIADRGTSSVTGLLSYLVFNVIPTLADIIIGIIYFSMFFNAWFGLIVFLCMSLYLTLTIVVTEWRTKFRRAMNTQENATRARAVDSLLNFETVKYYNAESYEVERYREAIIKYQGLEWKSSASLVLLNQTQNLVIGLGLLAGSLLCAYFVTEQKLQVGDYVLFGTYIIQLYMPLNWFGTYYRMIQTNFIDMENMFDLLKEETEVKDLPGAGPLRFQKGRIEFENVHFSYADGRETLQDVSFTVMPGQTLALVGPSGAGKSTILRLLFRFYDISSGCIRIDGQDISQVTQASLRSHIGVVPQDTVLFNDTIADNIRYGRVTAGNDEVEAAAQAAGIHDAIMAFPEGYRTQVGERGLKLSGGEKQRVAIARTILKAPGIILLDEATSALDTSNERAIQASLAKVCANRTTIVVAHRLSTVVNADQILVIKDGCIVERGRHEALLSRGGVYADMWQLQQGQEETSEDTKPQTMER
Cardio protect = myocardial damage modulation in H9c2 cells | 360,000 compounds, 0.63% hits | H9c2 cardiomyocytes, H2O2 injury protection, ATPLite, 2 h | protection from H2O2 cell death, % at 20 µM | AID 588492;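 active = compounds giving at least 50% protection of heart cells from peroxide-induced death in the single-dose screen, raw or plate-pattern-corrected value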;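 also: 0% = DMSO wells with peroxide and 100% = DMSO wells without peroxide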
An asterisk follows results filed as active; . = no result given. Compounds were not picked by outcome; 4.2% or so of the library scored in one or more.

Results follow in this order: ABHD5 PLIN5 PPI | Exocytosis inh | MC4R barr agon | PDI turbidity | m5-HT2A agonist | ABCB6 inh MLPCN | Cardio protect | Glyco luc inh | CaV13 ICDI inh | MC4R antagonist
CN(C)C=NC(=O)c1cc(C(=O)c2ccc(C(C)(C)C)cc2)c[nH]1
    -1 | 0 | -0.8 | -2 | 4 | 90 | -10 | -7 | -17 | -4
Cc1cccc(C)c1OCC(=O)Nc1cccc(NC(=O)c2ccco2)c1
    -5 | 0 | -0.1 | -3 | -4 | 105 | 0 | 0 | 0 | 8
O=C(c1ccc(N2CCCCC2)c([N+](=O)[O-])c1)N1CCOCC1
    0 | -3 | 0.0 | -2 | 4 | 91 | 0 | -1 | -4 | -10
CCOc1cc(NS(C)(=O)=O)c(OCC)cc1NC(=O)c1cccs1
    2 | 1 | -1.7 | 15 | 0 | 96 | 2 | 0 | -9 | -2
COc1ccc2c(c1)C1C=CCC1C(c1cc3c(cc1Br)OCO3)N2 (configuration not stated)
    5 | -8 | -0.1 | -8 | -4 | 103 | -2 | 1 | -5 | -12
CCCn1nnnc1SCC(=O)NC1CCCC1
    -2 | -16 | -1.2 | 10 | 11 | 88 | 9 | -1 | -2 | -1
N#Cc1ccc(-c2nc3ccc(Cl)cn3c2Cc2ccsc2)cc1
    9 | -7 | . | . | 10 | 97 | 6 | 3 | -5 | .
O=C(Nc1ccccc1C(F)(F)F)c1ccc2nccnc2c1
    5 | 4 | -2.3 | -7 | -3 | 98 | 6 | -2 | -6 | 23
C[C@@H](C(=O)NCc1ccccc1)[C@H]1C[C@]1(C)[C@H](NC(=O)OCc1ccccc1)c1ccccc1
    12 | 2 | -0.4 | -3 | -2 | 95 | 10 | -3 | -4 | 5
COC(=O)c1cc(=O)nc2sc(-c3ccc(F)cc3)nn12
    9 | -3 | 1.0 | 7 | 4 | 100 | -2 | 0 | . | -1
CCC(C)n1c(SCC(=O)NC2CCS(=O)(=O)C2)nc2ccccc2c1=O (configuration not stated)
    -9 | 3 | -1.1 | 1 | -14 | 98 | 2 | 0 | -2 | -4
Cc1ccccc1NC(=O)CCC(=O)N/N=C/c1c[nH]c2ccccc12
    0 | -1 | -1.7 | -9 | 0 | 106 | 8 | 0 | -10 | 18
NS(=O)(=O)c1ccc(NC(=O)c2cc(=O)c3ccccc3o2)cc1
    2 | -2 | -0.6 | 5 | -7 | 98 | 28 | 2 | -7 | 6
CCN1CCN(C(=O)CN(c2cccc(Br)c2)S(=O)(=O)c2ccccc2)CC1
    -4 | 8 | -1.2 | 10 | -2 | 94 | 4 | 2 | -2 | 3
N#Cc1ccc(C(C(=O)NC2CCCCC2)n2c(=O)c(-c3cc4ccccc4[nH]3)nc3ccccc32)cc1 (configuration not stated)
    -7 | 3 | . | . | 0 | . | . | . | -11 | .
N/C(=N\NS(=O)(=O)c1ccccc1C(F)(F)F)c1ccccn1
    2 | 3 | 0.2 | 1 | -4 | 96 | 3 | 1 | -3 | -1
Cc1noc(NS(=O)(=O)c2ccc(NC(=O)COc3ccccc3)cc2)c1C
    -2 | 1 | 1.2 | -1 | 2 | 102 | 1 | 0 | -11 | 14
Cc1nn(CC(=O)NCCCN2CCN(C)CC2)c(=O)c2cc(-c3ccccc3)nn12
    -3 | -2 | -0.7 | 5 | -5 | 103 | 1 | -1 | -3 | 3
OC[C@@H]1CN(Cc2cccnc2)C[C@H](n2cnc3c(N4CCOCC4)ncnc32)O1
    -7 | 6 | 0.3 | -4 | -2 | 100 | 0 | 0 | -8 | 13
COc1cc(OC)cc(C(=O)Nn2cnnc2)c1
    -5 | -2 | -1.3 | -6 | 0 | 97 | 3 | 0 | -5 | 3

Results follow in this order: ABHD5 PLIN5 PPI | Exocytosis inh | MC4R barr agon | PDI turbidity | m5-HT2A agonist | ABCB6 inh MLPCN | Cardio protect | Glyco luc inh | CaV13 ICDI inh | MC4R antagonist
Nc1nc(-c2ccc([N+](=O)[O-])cc2)cc(=O)[nH]1
    2 | 2 | -1.6 | -3 | 4 | 97 | 18 | 2 | -14 | -5
O=C(O)c1cccc2c(/C=N/Nc3ccccn3)c[nH]c12
    2 | 12 | -1.9 | 0 | 0 | 97 | 6 | 0 | . | 13
COc1ccc(C2(CCN=Cc3ccc(N(C)C)cc3)CCOC(C)(C)C2)cc1 (configuration not stated)
    3 | -2 | -1.4 | 4 | -3 | 101 | -3 | 0 | -8 | -5
CCCCn1c(SCC(=O)N2CCCC2)nc2c1c(=O)n(C)c(=O)n2C
    0 | -2 | -1.7 | -1 | 5 | 103 | 4 | 2 | -5 | 12
CCOC(=O)c1nn(-c2ccc(C)cc2)c(=O)c2c(N)scc12
    12 | 21 | -2.7 | 2 | 0 | 108 | 0 | 0 | -6 | 4
Cc1ccc(OCCCCN(C)Cc2ccccc2)c(Br)c1
    15 | -2 | 2.3 | 10 | -4 | 104 | -1 | -2 | -16 | 4
COc1ccccc1NC(=O)NNC(=O)C(C)Oc1ccc2ccccc2c1 (configuration not stated)
    -2 | 41 | -3.9 | 7 | 2 | 102 | 0 | 0 | -5 | 5
CC(C)N(Cc1cn(C)nc1-c1cccc(Cl)c1)Cc1nccn1C
    -5 | 4 | -0.7 | -4 | -1 | 103 | -1 | 4 | -4 | 1
COc1ccc(C)cc1S(=O)(=O)NC1CCCC1
    3 | 1 | 0.3 | -9 | -1 | . | 4 | 1 | . | 9
CS(=O)(=O)NCCNc1cc(Cl)ccc1[N+](=O)[O-]
    -8 | -4 | -2.0 | -1 | 1 | 92 | 3 | 1 | -5 | 0
CCn1c(COc2ccccc2)nnc1SCC(=O)Nc1cc(OC)ccc1OC
    4 | -8 | 1.0 | 4 | -1 | 100 | -4 | -1 | -4 | -1
Cn1ncc2c(Nc3ccc4ccccc4c3)ncnc21
    2 | 1 | -1.6 | 0 | -8 | 131 | 8 | -3 | -8 | 2
O=C(COC(=O)C1CCN(S(=O)(=O)c2ccccc2)CC1)NC(=O)c1ccc(OC(F)F)cc1
    -12 | -1 | 2.2 | -2 | 0 | 85 | -6 | 0 | -3 | -4
COc1ccc(NC(C)=O)cc1S(=O)(=O)Nc1ccc(C(=O)N2CCCC2)cc1
    3 | -7 | -1.2 | -43 | 6 | 103 | -5 | 1 | -2 | 4
O=C(N/N=C1\CCCc2ccccc21)c1cccc([N+](=O)[O-])c1
    -3 | -3 | -2.9 | -2 | -5 | 96 | 7 | -1 | -8 | 20
COc1ccc(C=Cc2ccc3ccccc3n2)c(OC)c1
    -8 | 2 | -1.8 | -6 | -7 | 96 | -9 | -18 | -8 | -14
CC1Cc2ccccc2N1c1nc(C2CC2)nc2c1nnn2Cc1ccccc1 (configuration not stated)
    1 | -4 | -1.1 | -4 | -2 | 98 | -12 | -1 | -5 | 1
Fc1ccccc1CNCCC(Cc1ccccc1)c1ccc2c(c1)OCO2 (configuration not stated)
    5 | 12 | -0.7 | 8 | -7 | 97 | -16 | -2 | -3 | 1
COc1ccccc1CN(CC(=O)NCc1ccc2c(c1)OCO2)C(=O)c1ccc2c(c1)OCCO2
    -1 | 1 | -0.9 | -2 | -2 | 112 | 22 | -2 | -1 | 7
C/C(=N\NC(=O)c1ccc(O)cc1)c1cccc(NC(=O)c2ccc(Cl)cc2)c1
    3 | 12 | -1.4 | 9 | -5 | 97 | -9 | -3 | -5 | 7

Results follow in this order: ABHD5 PLIN5 PPI | Exocytosis inh | MC4R barr agon | PDI turbidity | m5-HT2A agonist | ABCB6 inh MLPCN | Cardio protect | Glyco luc inh | CaV13 ICDI inh | MC4R antagonist
Cc1ccc(CN2CCN(Cc3cccc(C)n3)CC2CCO)cc1 (configuration not stated)
    -1 | -2 | -2.8 | -14 | -1 | 102 | 4 | 1 | -7 | 5
CCN1CCN(S(=O)(=O)c2ccc(Cl)c(C(=O)N(C)CCOc3ccc(Cl)cc3)c2)CC1
    -6 | -4 | -0.6 | 1 | -11 | 97 | -6 | -3 | -3 | 3
S=C(Nc1ccc(Cl)c(Cl)c1)NN1CCOCC1
    15 | -1 | -1.9 | 2 | 1 | 98 | 0 | 1 | -6 | 11
O=C(C1CC1)N(Cc1nc2ccccc2c(=O)[nH]1)Cc1cccs1
    -1 | -4 | -0.1 | -9 | -1 | 99 | 20 | -2 | 2 | 1
Cc1nc(N)nc(Cl)c1Cc1ccc(Cl)cc1
    11 | -1 | -1.4 | 7 | -5 | 94 | 1 | -1 | -12 | -2
O=C(Nc1ccc(C(=O)N2CCOCC2)cc1)Nc1ccc(Cl)cc1Cl
    1 | -9 | -3.8 | -2 | 6 | 93 | 1 | -2 | -1 | 22
CC(=O)Nc1ccc(S(=O)(=O)NCCC(=O)N2CCN(C(c3ccccc3)c3ccccc3)CC2)cc1
    -10 | 4 | -0.5 | -3 | 16* | 94 | 2 | -2 | -2 | 8
O=C(Cn1cc(C(F)(F)F)ccc1=O)Nc1ccc(N2CCOCC2)cc1
    -1 | 18 | -1.4 | 3 | 0 | 98 | -4 | 0 | -7 | 3
CN(Cc1ccccc1)C(=O)c1[nH]cnc1C(=O)Nc1ccon1
    1 | -2 | -1.6 | -7 | 1 | 99 | 3 | 4 | -11 | -2
COC(=O)C1CN(C(=O)C(C)Oc2cc(C)ccc2C(C)C)c2ccccc2O1 (configuration not stated)
    5 | 40 | -2.0 | -2 | -5 | 99 | -10 | -2 | -16 | 6
Cc1cc(C(=O)COC(=O)CNC(=O)c2ccc(Cl)c(Cl)c2)c(C)n1Cc1ccco1
    13 | 20 | 12* | -8 | 2 | 111 | -15 | 0 | -9 | 6
CC(C)(CNC(=O)Cc1ccc(NS(=O)(=O)c2cccc(C(F)(F)F)c2)cc1)N1CCOCC1
    5 | 0 | -3.9 | -13 | 3 | 92 | 0 | -1 | -3 | 9
COc1ccccc1NC(=O)C(=O)NNC(=O)c1ccco1
    0 | -3 | -1.0 | 2 | 3 | 105 | 9 | . | -5 | 2
Cc1cccc(N2C(=O)CC(NNc3nc4ccccc4s3)C2=O)c1 (configuration not stated)
    7 | -6 | 0.7 | 4 | 4 | 99 | -2 | 3 | -20 | 7
CCCCCCSC1=C(C#N)C(c2ccc(O)cc2)CC(=O)N1 (configuration not stated)
    0 | -1 | -1.5 | -5 | -5 | 88 | 2 | -1 | . | -1
CCCc1cc(C(=O)Nc2ccc(C)cc2)no1
    -10 | -4 | -0.4 | . | -4 | 100 | -14 | -4 | -5 | 8
CC(CC(=O)c1ccccc1)=NCCCN=C(C)CC(=O)c1ccccc1
    -4 | 1 | 1.2 | 8 | -5 | 97 | 0 | -1 | -6 | -11
Cc1ccc(C)c(N2CCN(c3ncccc3[N+](=O)[O-])CC2)c1
    -1 | -11 | -0.1 | -1 | -2 | 99 | -4 | -6 | -18 | -3
CCOC(=O)C1C(=O)OC2(CCCC2)C1C(=O)OCC (configuration not stated)
    4 | 4 | -1.6 | 8 | 1 | 97 | 6 | -1 | -8 | 5

Screens deposited in PubChem BioAssay by several laboratories.
